Bioassay records as filed in PubChem.
Jurkat NFkB inh: inhibitors of the PMA/ionomycin-induced NF-kB reporter in Jurkat cells; PMA/ionomycin-induced NF-kB luciferase reporter, luminescence; inhibition, % at 4 µM; actives 0.53% (n = 330,000); AID 435003
Apaf-1 inh: inhibitors of human Apaf-1 apoptosome; O14727; reconstituted apoptosome caspase-3 activity, DEVD-Rh110 fluorescence; inhibition, % at 20 µM; actives 0.71% (n = 330,000); active = inhibition of at least 40% at 20 µM;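 note: plate controls were DMSO wells for no effect and DEVD-CHO caspase inhibitor wells for full effect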
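System: Apoptosome proteins | Medium: Hepes pH 7.5 with detergent and BSA | Also added: Cytochrome c trigger plus (Z-DEVD)2-Rh110 caspase-3 substrate | Incubation: 30 min compound preincubation, 50 min activation, room temperature | Detection: Rhodamine 110 fluorescence at Ex 480/Em 540 nm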
Gli-Sufu antag: antagonists of Gli-Sufu signaling; Sufu-KO-LIGHT fibroblasts, Gli luciferase reporter luminescence; inhibition, % at 5 µM; actives 0.74% (n = 340,000);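 active = inhibition above about 55%, limit read from the data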;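 note: 0% = DMSO-treated cells and 100% = wells with medium but no cells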
UBC13 polyUb: inhibitors of human UBC13 polyubiquitin chain formation. inhibition, % at 20 µM. P61088. actives 0.47% (n = 330,000). AID 485273. TR-FRET; in the data active = inhibition above about 45%, passing the limit was not always enough
Target sequence (P61088 whole entry, looked up): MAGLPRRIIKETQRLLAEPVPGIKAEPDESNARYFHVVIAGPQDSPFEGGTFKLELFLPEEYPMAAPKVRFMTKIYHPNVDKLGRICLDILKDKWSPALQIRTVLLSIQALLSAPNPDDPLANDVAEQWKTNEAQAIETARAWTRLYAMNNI
SENP8 block: SENP8 protease inhibition; Q96LD8; purified SENP8, Z-RLRGG-aminoluciferin cleavage, luminescence; inhibition, % at 10 µM; actives 1.2% (n = 330,000)
Target sequence (Q96LD8 whole entry, looked up): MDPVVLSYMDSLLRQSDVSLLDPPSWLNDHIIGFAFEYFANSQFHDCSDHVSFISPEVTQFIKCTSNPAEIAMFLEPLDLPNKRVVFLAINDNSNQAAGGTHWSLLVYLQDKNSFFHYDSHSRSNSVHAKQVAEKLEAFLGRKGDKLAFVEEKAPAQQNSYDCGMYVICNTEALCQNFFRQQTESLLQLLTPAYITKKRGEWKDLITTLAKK
697 NFkB inh: lowers PMA/ionomycin-induced NF-kB signal in 697 B cells; AID 435022; 697 B-cell NF-kB luciferase reporter, 16 h; actives 0.33% (n = 330,000); inhibition, % at 4 µM; in the data active = inhibition above about 35%
HKDC1 inhibitor: inhibitors of human hexokinase HKDC1; Q2TB90; recombinant HKDC1, G6PDH/diaphorase resazurin coupled fluorescence; inhibition, % at 20 µM; actives 0.16% (n = 340,000); AID 493160;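 active = inhibition above about 35% when tested at 20 µM, limit read from the data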;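 note: plate controls were DMSO wells with enzyme for no effect and DMSO wells lacking enzyme for full effect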
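Test system: recombinant HKDC1 (HK5) hexokinase enzyme, produced in-house; Amount: enzyme 5 µg/mL final; Buffer or medium: Tris pH 8.0 buffer with MgCl2, Tween-20, BSA, BME; Reagent: glucose and ATP substrates; Doses: 20 µM test compound, 1% DMSO; Incubation: 90 min reaction incubation at room temperature, dark; Detection: resorufin fluorescence at 613 nm.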
SENP7 block: inhibitors of human SENP7 protease. Q9BQF6. recombinant SENP7, Z-RLRGG-aminoluciferin luminescence, 40 min. inhibition, % at 5 µM. actives 1.5% (n = 330,000). AID 434973;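 active = inhibition above about 50% at the single test dose, limit read from the data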;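 note: plate controls were DMSO with enzyme for no effect and no enzyme buffer wells for full effect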
Target sequence (Q9BQF6 706-1050 limits assumed): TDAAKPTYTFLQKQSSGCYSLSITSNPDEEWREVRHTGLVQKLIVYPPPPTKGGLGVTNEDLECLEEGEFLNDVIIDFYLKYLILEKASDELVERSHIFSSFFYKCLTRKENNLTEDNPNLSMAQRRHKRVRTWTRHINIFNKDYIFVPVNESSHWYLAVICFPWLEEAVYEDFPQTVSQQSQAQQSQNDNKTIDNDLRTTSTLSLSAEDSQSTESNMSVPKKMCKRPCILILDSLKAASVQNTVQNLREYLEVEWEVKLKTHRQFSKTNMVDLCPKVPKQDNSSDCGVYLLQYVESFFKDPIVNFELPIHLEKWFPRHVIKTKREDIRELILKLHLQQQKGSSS
An asterisk follows results filed as active; / = no result given. Cut-off read from the data, not from the text of the source, unless noted: active = inhibition above about 50%; inactive = the rest.

# | compound | Jurkat NFkB inh | Apaf-1 inh | Gli-Sufu antag | UBC13 polyUb
1 | CC(=O)N1CCC(N(CCN2CCOCC2)C(=S)Nc2ccccc2C)CC1 | 1 | -9 | -4 | 11
2 | COc1c(N)c2ccccc2[nH]c1=O | -21 | 2 | -11 | -3
3 | COc1ccc(C(CNC(=O)c2cccnc2SC)N2CCOCC2)cc1 (centres undefined) | -12 | 5 | -6 | -15
4 | COc1cc(COCC(O)CN2C(C)CCCC2C)cc(OC)c1OC (centres undefined) | 20 | -2 | 3 | 8
5 | COc1cc2c(cc1NC(=O)COCC(=O)O)oc1ccccc12 | 4 | 2 | -6 | -2
6 | CC1CCCN(c2nc3ccccc3nc2C(C#N)S(=O)(=O)c2ccccc2)C1 (centres undefined) | 4 | 11 | 3 | -3
7 | CCn1c(SCC(N)=O)nc2cc(S(=O)(=O)N3CCOCC3)ccc21 | -15 | 7 | 7 | -11
8 | COc1ccc(/C=C2\SC(=S)N(CC(=O)OCC(=O)Nc3cc(Cl)cc(Cl)c3)C2=O)cc1 | 0 | -19 | -12 | -1
9 | O=C(Nc1ccc(N2CCOCC2)cc1)c1cccc(S(=O)(=O)N2CCCCC2)c1 | 17 | -4 | 1 | 4
10 | CS(=O)(=O)N1CCN(C(=O)Cc2ccc(Br)cc2)CC1 | -4 | 1 | -4 | -4
11 | CCCCc1cc(=O)oc2cc(OCC(=O)NC3CCN(Cc4ccccc4)CC3)ccc12 | -6 | 27 | 17 | 9
12 | CC(=O)Nc1ccccc1OCCOc1ccc(Br)cc1 | 2 | 3 | -4 | -1

# | SENP8 block | 697 NFkB inh | HKDC1 inhibitor | SENP7 block
1 | 4 | 13 | -10 | 1
2 | -3 | 21 | -2 | 5
3 | -9 | -11 | 3 | -3
4 | 1 | 0 | -5 | 2
5 | 1 | 8 | -5 | 1
6 | -6 | 9 | 2 | 8
7 | 6 | 17 | -5 | 8
8 | -1 | 9 | 1 | 9
9 | -1 | 3 | 3 | -3
10 | 4 | -10 | -8 | 11
11 | -3 | -9 | 2 | -3
12 | 3 | -23 | 1 | 3

The list continues:
# | compound | Jurkat NFkB inh | Apaf-1 inh | Gli-Sufu antag | UBC13 polyUb
13 | C=CCONC(=O)Cc1ccccc1 | / | 18 | 6 | /
14 | CCCCOC(=O)Cn1c2ccc(OC)cc2c2nc3ccccc3nc21 | 14 | -6 | 5 | -10
15 | O=C1C2CCCCC2C(=O)N1c1ccc(NC2CCN(Cc3ccccc3)CC2)c([N+](=O)[O-])c1 (centres undefined) | 11 | 2 | 8 | -31
16 | Cc1ccc(C(C)C)c(OCCCn2ccnc2C)c1 | 3 | 6 | -6 | 3
17 | O=C(NC1CCCCC1)N(CCN1CCOCC1)Cc1cc2cc3c(cc2[nH]c1=O)OCCO3 | 6 | -5 | -4 | 5
18 | COc1cc(CNC2CCCCCCC2)cc(Cl)c1OCC(N)=O | 6 | -5 | 32 | -5
19 | Cc1ccc(C(=O)CSc2nnc(COc3cc(C)cc(C)c3)o2)cc1 | 6 | 16 | 4 | 0
20 | COc1ccc(CN2CCN(C(=O)c3ccccc3F)CC2)c(OC)c1OC | -12 | 0 | -8 | 6
21 | O=C(Nc1nc2ccccc2[nH]1)c1ccc(F)c(S(=O)(=O)N2CCOCC2)c1 | -54 | 6 | -23 | -18
22 | CSc1ccccc1N1CCN(C(=O)Nc2ccc3c(c2)NC(=O)CO3)CC1 | 2 | 4 | 9 | 6
23 | C=C1CCC[C@]2(C)C[C@H]3OC(=O)C(CN(C)CC(OC)OC)[C@H]3CC12 (some centres undefined) | -6 | 5 | 15 | 0
24 | O=S(=O)(Nc1ccccc1N1CCCCC1)c1ccccc1 | 0 | -4 | 8 | 4

# | SENP8 block | 697 NFkB inh | HKDC1 inhibitor | SENP7 block
13 | / | -6 | -4 | -8
14 | 2 | -5 | 0 | -2
15 | -6 | -1 | -3 | 11
16 | 0 | -15 | -12 | -2
17 | -2 | 9 | -1 | 3
18 | -8 | -7 | -6 | -10
19 | 7 | 36* | 3 | 6
20 | -1 | 8 | -2 | 4
21 | -11 | -62 | -17 | -11
22 | -1 | 9 | -3 | -8
23 | -16 | 6 | -3 | -3
24 | -8 | -11 | 0 | -9

(next part)
# | compound | Jurkat NFkB inh | Apaf-1 inh | Gli-Sufu antag | UBC13 polyUb
25 | CCOc1ccc(-c2cc(CCCC(=O)Nc3cccc(OC)c3)no2)cc1 | 56* | -3 | 5 | 5
26 | O=C(C(Cc1ccccc1)n1cccc1)N1CCN(C2CCCCC2)CC1 (centres undefined) | -2 | 9 | 7 | 8
27 | Nc1c(Cl)ncnc1N/N=C/c1ccncc1 | 14 | -28 | 2 | -5
28 | COc1ccc(NC(=O)NCc2ccccc2F)cc1OC | 4 | -14 | -1 | 4
29 | Cc1nc2ccccc2n1CC(=O)NC(C)C1CC2CCC1C2 (centres undefined) | 28 | 5 | 60* | -3
30 | Cc1cccc(Cn2c(NCCO)nc3c2c(=O)n(C)c(=O)n3C)c1 | 33 | -11 | 36 | 1
31 | COc1cc(C(=O)NC(=S)NC(C)C)cc(OC)c1OC | -6 | 17 | -5 | -17
32 | CCCc1cc(NCCCO)n2c(nc3ccccc32)c1C#N | 0 | -13 | -1 | 11
33 | O=C(Cc1ccccc1)Nc1nc2ccccc2[nH]1 | 8 | -3 | -9 | 1
34 | CCCCC(c1nnnn1C(C)C)N1CCN(C(=O)c2ccco2)CC1 (centres undefined) | -16 | 4 | 12 | 3
35 | Cc1ccc(/C=N/NC(=O)Cn2nccc2C)o1 | 15 | -9 | 60* | 4
36 | COc1ccc(S(=O)(=O)N2CCN(Cc3cccc(F)c3)CC2)cc1 | 5 | -1 | 7 | 0

# | SENP8 block | 697 NFkB inh | HKDC1 inhibitor | SENP7 block
25 | 1 | 48* | -1 | -5
26 | -4 | -6 | -4 | 4
27 | 4 | 17 | 0 | -2
28 | 5 | 18 | -7 | -6
29 | -4 | -11 | -1 | 6
30 | -9 | -13 | 13 | -9
31 | -10 | -17 | -7 | -12
32 | 0 | 12 | 11 | -3
33 | 21 | -16 | 9 | 1
34 | -5 | -13 | -3 | -10
35 | 0 | 10 | -7 | 0
36 | -10 | -9 | -1 | 10

New compounds follow
# | compound | Jurkat NFkB inh | Apaf-1 inh | Gli-Sufu antag | UBC13 polyUb
37 | NC(=O)c1nsc(C(=O)N(CC(=O)NC2CCCC2)c2ccc(F)c(Cl)c2)c1N | 1 | 12 | -19 | 14
38 | CC(=O)c1c(O)c2ccccc2n(C)c1=O | 6 | 2 | -2 | 2
39 | COc1cc(CCNC(=O)c2cnn3ccccc23)cc(OC)c1OC | 9 | 0 | 41 | -1
40 | Cc1ccc(Nc2nc(CSc3nnc(-c4cccs4)o3)cs2)cc1 | -28 | 18 | -28 | 4
41 | CN(C)S(=O)(=O)c1cccc(NC(=O)c2ccccc2OCc2ccc(F)cc2)c1 | 13 | 6 | 13 | -8
42 | CC1=C(C(=O)NC2CCCCC2C)C2(CCC(C)CC2)OC1=O (centres undefined) | 20 | 1 | 2 | -1
43 | Cc1cccc(C(C)C)c1NC(=O)COC(=O)CCN1C(=O)C2CC=CCC2C1=O (centres undefined) | -8 | 7 | -3 | 1
44 | Cc1ccc(Cn2ncc3c(N4CCN(c5ccccc5C)CC4)ncnc32)cc1 | 27 | 16 | 1 | 7
45 | Cc1n[nH]c(C)c1N=Nc1ccc(Br)cc1 | -10 | 22 | -11 | 0
46 | O=C(CCCCCn1c(=S)[nH]c2ccc(N3CCOCC3)cc2c1=O)NCc1ccc(Cl)cc1 | 12 | 6 | 83* | 43
47 | CC(C)Cc1nc(N2CCOCC2)c(C#N)c2c1CCC2 | -12 | 19 | -3 | 8
48 | c1cncc(C(c2nnnn2C2CCCC2)N2CCCC2)c1 (centres undefined) | 3 | -17 | 5 | 6

# | SENP8 block | 697 NFkB inh | HKDC1 inhibitor | SENP7 block
37 | -2 | 8 | 1 | -1
38 | -11 | 4 | 3 | -6
39 | 1 | -14 | -5 | -1
40 | -16 | -16 | 0 | 6
41 | 7 | 8 | 0 | 6
42 | 1 | 12 | -4 | 1
43 | 2 | 20 | 5 | 4
44 | -3 | -6 | -2 | 0
45 | -17 | -26 | 4 | -9
46 | 0 | -6 | -5 | 2
47 | -10 | -39 | 5 | 1
48 | 2 | 3 | -2 | 1

Sorted by value in SENP7 block (largest number first): 3 of the compounds above.
#	Molecule	SENP7 block
40	Cc1ccc(Nc2nc(CSc3nnc(-c4cccs4)o3)cs2)cc1	6
43	Cc1cccc(C(C)C)c1NC(=O)COC(=O)CCN1C(=O)C2CC=CCC2C1=O (centres undefined)	4
42	CC1=C(C(=O)NC2CCCCC2C)C2(CCC(C)CC2)OC1=O (centres undefined)	1

(further entries)
# | compound | Jurkat NFkB inh | Apaf-1 inh | Gli-Sufu antag | UBC13 polyUb
49 | Fc1ccc(CCNC(=S)Nc2ccc(F)cc2)cc1 | -37 | 11 | -32 | -8
50 | CCOc1ccc(C(=O)NCCNC(=O)c2ccc(OCC)cc2)cc1 | -9 | -9 | 3 | -7
51 | CCOC(=O)c1c(CN2CCOCC2)n(-c2ccccc2)c2cc(Br)c(O)cc12 | 3 | 28 | 10 | 18
52 | CCn1nnnc1NC(=O)c1ccc2ccccc2c1 | -16 | -13 | 0 | 0
53 | CS(=O)(=O)Nc1ccccc1C(=O)OCC(=O)NC1CC1 | -7 | 4 | -10 | -14
54 | Cc1ccccc1-c1noc(CCC(=O)NCc2ccco2)n1 | 7 | 2 | -2 | -3
55 | NS(=O)(=O)c1ccc(Nc2nc3ccccc3nc2NS(=O)(=O)c2cccc([N+](=O)[O-])c2)cc1 | 0 | 4 | 0 | -30
56 | COc1ccc(Cc2nnc(SCC(=O)c3ccc(OC)cc3)o2)cc1 | -5 | 8 | -2 | 2
57 | O=C(COc1ccc2c3c(c(=O)oc2c1)CCCC3)NCCCn1ccnc1 | -21 | 0 | -4 | -7
58 | O=C(CSc1nnc(-c2ccc(S(=O)(=O)N3CCCC3)cc2)n1CC1CCCO1)NC1CC1 (centres undefined) | -7 | -1 | -26 | 4

# | SENP8 block | 697 NFkB inh | HKDC1 inhibitor | SENP7 block
49 | -6 | -60 | -13 | -7
50 | 6 | -26 | 3 | -1
51 | 0 | 9 | 7 | -3
52 | 7 | 28 | -3 | -9
53 | -16 | 8 | -3 | -14
54 | 6 | 3 | 3 | -4
55 | 8 | 13 | 16 | 4
56 | 1 | -2 | -11 | 8
57 | -13 | -3 | 4 | 13
58 | -5 | 11 | -4 | -2

Filtered by structure, the entries above with fluorine
# | compound | Jurkat NFkB inh | Apaf-1 inh | Gli-Sufu antag | UBC13 polyUb
20 | COc1ccc(CN2CCN(C(=O)c3ccccc3F)CC2)c(OC)c1OC | -12 | 0 | -8 | 6
21 | O=C(Nc1nc2ccccc2[nH]1)c1ccc(F)c(S(=O)(=O)N2CCOCC2)c1 | -54 | 6 | -23 | -18
28 | COc1ccc(NC(=O)NCc2ccccc2F)cc1OC | 4 | -14 | -1 | 4
36 | COc1ccc(S(=O)(=O)N2CCN(Cc3cccc(F)c3)CC2)cc1 | 5 | -1 | 7 | 0
37 | NC(=O)c1nsc(C(=O)N(CC(=O)NC2CCCC2)c2ccc(F)c(Cl)c2)c1N | 1 | 12 | -19 | 14
41 | CN(C)S(=O)(=O)c1cccc(NC(=O)c2ccccc2OCc2ccc(F)cc2)c1 | 13 | 6 | 13 | -8
49 | Fc1ccc(CCNC(=S)Nc2ccc(F)cc2)cc1 | -37 | 11 | -32 | -8

# | SENP8 block | 697 NFkB inh | HKDC1 inhibitor | SENP7 block
20 | -1 | 8 | -2 | 4
21 | -11 | -62 | -17 | -11
28 | 5 | 18 | -7 | -6
36 | -10 | -9 | -1 | 10
37 | -2 | 8 | 1 | -1
41 | 7 | 8 | 0 | 6
49 | -6 | -60 | -13 | -7
